Assay outcomes (PubChem)
TAG inh – inhibitors of triacylglycerol accumulation. H9c2 cells, Nile Red lipid (TAG) fluorescence; cells loaded with 200 µM oleic acid. inhibition, % at 12.5 µM. 230,000 tested, 0.66% active;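 active = pattern-corrected inhibition of lipid staining of at least 50% with the nuclear-stain viability signal not falling by more than 50%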;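 note: 0% = DMSO wells and 100% = triacsin C control wells; some results filed as inactive read as strong as hits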
TAG inh DAPI viability – also measured in TAG inh; calls as there; DAPI nuclei signal change (viability), lower = more cytotoxic, %;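 whole-well DAPI fluorescence read on a plate reader as a viability signal; minus 50 percent equals half of cells still viable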
Numbers without * were called inactive.

Results for Cc1ccsc1C(=O)N1CCC1(C)C(=O)NCc1cccnc1 (configuration not stated) ?
TAG inh: -6; TAG inh DAPI viability: 2

How did CCC(NC(=O)Nc1nccs1)(C(F)(F)F)C(F)(F)F do in these assays?
TAG inh: 13; TAG inh DAPI viability: -7

What do the screens show for `CCn1cc(C(=O)O)c(=O)c2cc(F)c(N3CCN(C(=S)Nc4ccccc4OC)CC3)cc21`?
TAG inh: 8; TAG inh DAPI viability: -4

What do the screens show for `CCc1n[nH]c(=S)n1/N=C/c1ccc(-c2ccc(Br)cc2)o1`?
TAG inh: 0; TAG inh DAPI viability: 11

How did CCOc1ccc(NN=C(C(=O)OC)C(=O)OC)c([N+](=O)[O-])c1 do in these assays?
TAG inh: -2; TAG inh DAPI viability: 5

How did CCc1ccc(NC(=O)CSc2ccc(-c3ccccn3)nn2)cc1 do in these assays?
TAG inh: -16; TAG inh DAPI viability: 0

What do the screens show for `N#Cc1ccc(CSCC(=O)NN=C2CCCC2)cc1`?
TAG inh: 8; TAG inh DAPI viability: 11

What do the screens show for `CN(C)C(CNS(=O)(=O)c1ccc(Cl)cc1F)c1ccco1` (configuration not stated)?
TAG inh: 9; TAG inh DAPI viability: -5

What do the screens show for `COc1ccc(CC(=O)OCCc2cc3cc(OC)c(OC)cc3c(=O)o2)cc1`?
TAG inh: -4; TAG inh DAPI viability: 1

How did COc1ccc(Oc2c(C)oc3c(CN4CCOCC4)c(O)ccc3c2=O)cc1 do in these assays?
TAG inh: -47; TAG inh DAPI viability: 11

What do the screens show for `CCOc1ccc(NC(=O)CCSc2nc3c(c(CC)c2C#N)C(=O)CC(C)(C)C3)cc1`?
TAG inh: -15; TAG inh DAPI viability: 2

Results for CCN1CCN(c2ccc(S(=O)(=O)N3CCCCC3)cc2NC(=O)CCNC(C)=O)CC1 ?
TAG inh: 2; TAG inh DAPI viability: 14

Results for O=C(Cc1c(Cl)cccc1Cl)OCC(=O)N1CCN(C(=O)c2ccco2)CC1 ?
TAG inh: -4; TAG inh DAPI viability: -5

How did CCOC(=O)C1=CN(Cc2cccc(F)c2)S(=O)(=O)N(C)C1c1ccc2ccccc2c1 (configuration not stated) do in these assays?
TAG inh: 2; TAG inh DAPI viability: -1

Results for COc1ccc(C)cc1-n1c(SCC(=O)Nc2cccc(C(=O)O)c2)nc2ccccc2c1=O ?
TAG inh: -5; TAG inh DAPI viability: 8

How did CCOCCCNC(=O)c1[nH]c(C)c(C(C)=O)c1C do in these assays?
TAG inh: 41; TAG inh DAPI viability: -51

What do the screens show for `CN(C(=O)c1ccc(NC(=O)Cc2ccc(NC(=O)C3CCCN(C(=O)C4CCC4)C3)cc2)cc1)C1CCCC1` (configuration not stated)?
TAG inh: -13; TAG inh DAPI viability: -2

Results for COc1ccc(-c2c(C)n([O-])c3c([n+]2=O)CCC3)cc1OC ?
TAG inh: 2; TAG inh DAPI viability: 15

Results for CC1(C(=O)Nc2ccc3c(c2)OCCO3)CCN1Cc1ccc(-c2ccccn2)cc1 (configuration not stated) ?
TAG inh: 6; TAG inh DAPI viability: 8

Results for O=C(CSc1nnc(-c2cccnc2)s1)Nc1ccc(C(=O)O)cc1 ?
TAG inh: -15; TAG inh DAPI viability: 4

Results for CSCCC(NC(=O)c1ccco1)C(=O)NCC(c1ccccc1)N(C)C (configuration not stated) ?
TAG inh: 3; TAG inh DAPI viability: 1

How did CC(NC(=O)/C=C/c1ccco1)c1nc2ccccc2n1Cc1cccc(Cl)c1 (configuration not stated) do in these assays?
TAG inh: -12; TAG inh DAPI viability: 12

What do the screens show for `COc1cc(OC)c2c(N)c(C#N)c(C(F)(F)C(F)(F)F)nc2c1`?
TAG inh: 4; TAG inh DAPI viability: 13

What do the screens show for `COc1ccc(-c2nc(C#N)c(N3CCN(c4ccccc4)CC3)o2)cc1`?
TAG inh: 9; TAG inh DAPI viability: -5

How did NNC(=O)CCS(=O)(=O)c1ccc2ccccc2c1 do in these assays?
TAG inh: -5; TAG inh DAPI viability: -2

Results for Cc1nn(Cc2ccccc2)c2ncccc12 ?
TAG inh: 0; TAG inh DAPI viability: 3

How did CCCN(CC(=O)Nc1ccc(F)c(F)c1F)C(=O)C1=COCCO1 do in these assays?
TAG inh: 3; TAG inh DAPI viability: -1

Results for COc1ccc(C2NC(=O)NC(C)=C2C(=O)OCc2ccccc2)cc1 (configuration not stated) ?
TAG inh: 18; TAG inh DAPI viability: -9

What do the screens show for `O=C1CCCC/C1=C/Nc1cccc(C(F)(F)F)c1`?
TAG inh: -21; TAG inh DAPI viability: 5

How did COc1ccccc1NC(=O)Nc1nn(C)c2cccc(N(C)C)c12 do in these assays?
TAG inh: 13; TAG inh DAPI viability: -4

What do the screens show for `N#Cc1c2c(c(NCc3cccnc3)n3c1nc1ccccc13)CCC2`?
TAG inh: -5; TAG inh DAPI viability: 0

Results for COc1ccc(C(=O)NC(=S)Nc2cccc3cc(O)ccc23)cc1OC ?
TAG inh: 11; TAG inh DAPI viability: 2

How did COCc1cccc(-c2csc(C(C)(NC(C)=O)c3ccccc3)n2)c1 (configuration not stated) do in these assays?
TAG inh: -7; TAG inh DAPI viability: 5

Results for Nc1nnc(CC(=O)N/N=C/c2ccccc2OCc2ccc(F)cc2)s1 ?
TAG inh: -2; TAG inh DAPI viability: 10

How did COc1cccc(CNC(C)C(=O)Nc2ccc(S(=O)(=O)N3CCCC3)cc2)c1 (configuration not stated) do in these assays?
TAG inh: -12; TAG inh DAPI viability: 5

Results for NC(c1csc(NC(=O)Nc2ccc(OC(F)(F)F)cc2)n1)C1CCCCC1 (configuration not stated) ?
TAG inh: 128; TAG inh DAPI viability: -64

What do the screens show for `C/C=C\C(=O)Nc1cccc(C2=NOC3(C2)C[C@@H](C(N)=O)N(C(=O)CCCCC)C3)c1` (some centres not stated)?
TAG inh: 15; TAG inh DAPI viability: -3

What do the screens show for `CCCCCC(=O)N1C[C@H](O)[C@@H](n2cc(COC(=O)c3ccccc3)nn2)C[C@@H]1c1ccccc1`?
TAG inh: -3; TAG inh DAPI viability: 3

What do the screens show for `COc1ccc(C2C(C(=O)Nc3ccc(OC)c(OC)c3)c3ccccc3C(=O)N2C)cc1` (configuration not stated)?
TAG inh: -1; TAG inh DAPI viability: -5

What do the screens show for `CC1CCCCC1NC(=O)c1cc(Cl)nc2ccccc12` (configuration not stated)?
TAG inh: 1; TAG inh DAPI viability: -2

Results for Cc1ccc(C2(C)NC(=O)N(CC(=O)N(c3ccccc3)C3CCS(=O)(=O)C3)C2=O)cc1 (configuration not stated) ?
TAG inh: -21; TAG inh DAPI viability: 8

How did O=C(COC(=O)CCC(=O)c1cccs1)NCc1ccccc1 do in these assays?
TAG inh: -2; TAG inh DAPI viability: 0

How did Cc1ccc(Nc2nc(N)nc(CN3CCN(Cc4ccc5c(c4)OCO5)CC3)n2)c(C)c1 do in these assays?
TAG inh: 0; TAG inh DAPI viability: -7

What do the screens show for `C/C(=N\NC(=O)c1cccnc1)c1nnn(-c2nonc2N)c1C`?
TAG inh: -1; TAG inh DAPI viability: 3

Results for O=C(NCc1ccccc1)NC1(C(=O)N2CCN3CCCC3C2)CCCCC1 (configuration not stated) ?
TAG inh: -11; TAG inh DAPI viability: -2

How did CCc1ccc(C(=O)NCc2cnn(C)c2)s1 do in these assays?
TAG inh: -13; TAG inh DAPI viability: -2

Results for CC(=O)C1=C(C)NC(=O)NC1c1cccc([N+](=O)[O-])c1O (configuration not stated) ?
TAG inh: 12; TAG inh DAPI viability: 15

What do the screens show for `Cc1ccccc1C(=O)Nc1nnc(-c2cccnc2)o1`?
TAG inh: -4; TAG inh DAPI viability: 8

Results for O=C(NCc1ccc2c(c1)OCO2)c1cc(-c2ccccn2)nc2ccccc12 ?
TAG inh: 53*; TAG inh DAPI viability: -20*

Results for CCn1c2ccccc2c2cc(CC(N)=O)ccc21 ?
TAG inh: -1; TAG inh DAPI viability: 2

What do the screens show for `CCOC(=O)C(C)Oc1cccc2c(=O)n(CC(=O)Nc3cccc(OC)c3)ccc12` (configuration not stated)?
TAG inh: 14; TAG inh DAPI viability: -3

What do the screens show for `O=C(c1ccc2c(c1)CCC2)N1CCN(Cc2ccccc2)CC1`?
TAG inh: -11; TAG inh DAPI viability: 9

Results for CCN(CC)c1ccc(NC(=S)NC(=O)c2ccco2)cc1 ?
TAG inh: -15; TAG inh DAPI viability: -3

What do the screens show for `Cc1nnc(NC(=O)C2CC(=O)N(c3ccc4c(c3)OCCO4)C2)s1` (configuration not stated)?
TAG inh: 3; TAG inh DAPI viability: -1

Results for O=[N+]([O-])c1ccc(COc2ccccc2/C=N/O)cc1 ?
TAG inh: 3; TAG inh DAPI viability: 12

What do the screens show for `C/C(Cn1nc([N+](=O)[O-])cc1C)=N\NC(=O)c1cccc(Br)c1`?
TAG inh: 2; TAG inh DAPI viability: -2

How did Cn1cccc1Cc1nnc(SCC(=O)Nc2ccc(F)cc2F)n1-c1ccc(F)cc1 do in these assays?
TAG inh: 2; TAG inh DAPI viability: -2

How did CCc1ccc(NC(=O)c2cnc3n(c2=O)CCS3)cc1 do in these assays?
TAG inh: -6; TAG inh DAPI viability: 2

What do the screens show for `CC1CCCCN1CC(=O)Nc1ccc2c(c1)OCO2` (configuration not stated)?
TAG inh: -4; TAG inh DAPI viability: 10

What do the screens show for `CCCCNC(=O)c1ccc(/C=C2\Oc3ccccc3N(C)C2=O)cc1`?
TAG inh: 7; TAG inh DAPI viability: 25

Results for Cn1c(=O)[nH]c(=O)c2c1nc(Br)n2Cc1cccc(Br)c1 ?
TAG inh: 14; TAG inh DAPI viability: -19

How did CCN1CCN(c2ccc(S(=O)(=O)N3CCCCC3)cc2NC(=O)c2cccc(OC(F)F)c2)CC1 do in these assays?
TAG inh: 14; TAG inh DAPI viability: 9

How did Cc1ccc(NC(=O)CN2C(=O)S/C(=C\c3ccc(OCC(=O)O)c(Br)c3)C2=O)cc1 do in these assays?
TAG inh: 4; TAG inh DAPI viability: -8

What do the screens show for `CC12CCC3C(CCC4CC(O)CCC43C)C1CC(=O)C2` (configuration not stated)?
TAG inh: -9; TAG inh DAPI viability: 8

Results for NC(=S)N/N=C/c1ccc(-c2cc(Cl)c(Cl)cc2Cl)o1 ?
TAG inh: 12; TAG inh DAPI viability: 7

Results for COc1ccc(-c2cc(CCC(=O)N3CCN(c4cc(C)ccc4C)CC3)on2)cc1 ?
TAG inh: -13; TAG inh DAPI viability: 14

Results for CCOc1ccccc1C(=O)NC1CC2CCCC(C1)N2Cc1ccc(C)cc1 (configuration not stated) ?
TAG inh: -6; TAG inh DAPI viability: 12

How did CSc1nc(N)nc2c1ncn2CC(=O)NCc1ccccc1 do in these assays?
TAG inh: -7; TAG inh DAPI viability: 1

Results for O=C(Nc1nnc(-c2ccc(Cl)cc2)o1)Nc1ccccc1F ?
TAG inh: 9; TAG inh DAPI viability: -9

Results for O=C(Nc1cccnc1N1CCOCC1)c1cc2ccccc2oc1=O ?
TAG inh: -13; TAG inh DAPI viability: -1

How did CCOc1cc(C(=O)Nc2ccc3c(c2)OCO3)ccc1OCCOc1ccccc1Cl do in these assays?
TAG inh: 12; TAG inh DAPI viability: -2

Results for CSc1ccccc1NC(=O)COc1ccccc1C ?
TAG inh: -6; TAG inh DAPI viability: -1

Results for C/C(CC(=O)Nc1ccc(N(C)C)cc1)=N\NC(=O)c1ccccc1O ?
TAG inh: -9; TAG inh DAPI viability: -4

What do the screens show for `COc1ccc(CNC(=O)C(=O)NCC2OCCN2S(=O)(=O)c2ccc(OC)cc2)cc1` (configuration not stated)?
TAG inh: 21; TAG inh DAPI viability: 4

Results for Cc1ccc(-n2c(C)cc(/C=N/NC(=O)c3ccncc3)c2C)cc1C ?
TAG inh: 6; TAG inh DAPI viability: -2

Results for CCOC(=O)C1(N(CC)CC)Sc2cc(C)ccc2NC1=O (configuration not stated) ?
TAG inh: -24; TAG inh DAPI viability: -5

Results for COC(=O)C1CCN(c2c([N+](=O)[O-])cc(C(F)(F)F)cc2[N+](=O)[O-])CC1 ?
TAG inh: 12; TAG inh DAPI viability: -11

Results for O=C1c2cccc3cccc(c23)C(=O)N1CCO ?
TAG inh: -13; TAG inh DAPI viability: 8

Results for O=c1[nH]c(SCc2ccc(F)cc2Cl)nc2ccccc12 ?
TAG inh: 0; TAG inh DAPI viability: 3

How did COc1ccc(NC(=O)CN(C)C(=O)c2c(C)nn(-c3ccccc3)c2Cl)cc1 do in these assays?
TAG inh: 3; TAG inh DAPI viability: -1

Results for Nc1ncnc2c1ncn2CCN1CCOCC1 ?
TAG inh: 15; TAG inh DAPI viability: 3

Quoted from the entries so far (11 entries):
How did CSc1nc(N)nc2c1ncn2CC(=O)NCc1ccccc1 do in these assays?
TAG inh: -7; TAG inh DAPI viability: 1

Results for O=C(Nc1nnc(-c2ccc(Cl)cc2)o1)Nc1ccccc1F ?
TAG inh: 9; TAG inh DAPI viability: -9

Results for O=C(Nc1cccnc1N1CCOCC1)c1cc2ccccc2oc1=O ?
TAG inh: -13; TAG inh DAPI viability: -1

How did CCOc1cc(C(=O)Nc2ccc3c(c2)OCO3)ccc1OCCOc1ccccc1Cl do in these assays?
TAG inh: 12; TAG inh DAPI viability: -2

Results for CSc1ccccc1NC(=O)COc1ccccc1C ?
TAG inh: -6; TAG inh DAPI viability: -1

Results for C/C(CC(=O)Nc1ccc(N(C)C)cc1)=N\NC(=O)c1ccccc1O ?
TAG inh: -9; TAG inh DAPI viability: -4

What do the screens show for `COc1ccc(CNC(=O)C(=O)NCC2OCCN2S(=O)(=O)c2ccc(OC)cc2)cc1` (configuration not stated)?
TAG inh: 21; TAG inh DAPI viability: 4

Results for Cc1ccc(-n2c(C)cc(/C=N/NC(=O)c3ccncc3)c2C)cc1C ?
TAG inh: 6; TAG inh DAPI viability: -2

Results for CCOC(=O)C1(N(CC)CC)Sc2cc(C)ccc2NC1=O (configuration not stated) ?
TAG inh: -24; TAG inh DAPI viability: -5

Results for COC(=O)C1CCN(c2c([N+](=O)[O-])cc(C(F)(F)F)cc2[N+](=O)[O-])CC1 ?
TAG inh: 12; TAG inh DAPI viability: -11

Results for O=C1c2cccc3cccc(c23)C(=O)N1CCO ?
TAG inh: -13; TAG inh DAPI viability: 8

An excerpt (hit frequency here may not be typical).
